High-throughput results (PubChem)
MEX-5 binding = C. elegans MEX-5 TCR-2 RNA binding activity; Q9XUB2; MEX-5/FITC-TCR2 RNA binding, fluorescence polarization; hits give low values; activity score (negative = inhibition of binding), % at 10 µM; actives 0.38% (n = 300,000);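 active means inhibition past about -25% in most replicates, and total fluorescence under double the plate's negative control median, limit read from the data; inconclusive means replicates evenly split on the limit, or fluorescence at least double controls; inactive means too little inhibition in most replicates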;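 further: 0% = DMSO and -100% = 5 µM competing unlabeled TCR2 RNA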
GLD-1 TGE inh = GLD-1-TGE RNA interaction inhibition (C. elegans); purified GLD-1 + fluorescein TGE RNA, fluorescence polarization; inhibition, % at 5.96 µM; actives 0.44% (n = 320,000); Q17339;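 active means percent inhibition above a per-plate cutoff, the plate mean of test compounds plus 3 SD, cut at about 30% in these data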;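 further: 0% = DMSO wells with GLD-1 and probe and 100% = wells lacking GLD-1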
CR mimetic SO = lowers age-related superoxide in aged yeast cells | S. cerevisiae aged cells, superoxide DHE fluorescence; hits give low values | superoxide response (% of plate mean), % at 10 µM | actives 0.18% (n = 330,000);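 active means superoxide response under a set limit, about three screen SD below normal, cut at about 65% in these data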;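 further: yeast aged for seven days with compound at 30 °C before DHE staining; 100% = average MFI of all compound-treated wells on the plate with controls excluded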
AGP1-GFP MLPCN = alters AGP1-GFP fluorescence in TOR pathway yeast screen; S. cerevisiae AGP1-GFP multiplex flow cytometry, 3 h; GFP as percent of DMSO wells; GFP response vs DMSO, % at 10 µM; actives 0.02% (n = 320,000);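 active means GFP response relative to DMSO above a set limit, near screen average plus 3 SD, cut at about 150% in these data; inconclusive means fewer than 70 cells counted for the yeast strain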;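 further: median GFP channel fluorescence of the gated AGP1 strain per well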
VLA-4 inh = inhibition in a human VLA-4 binding assay; P13612; VLA-4 expressing cells, ligand binding flow cytometry; inhibition, % (about 7 µM as worked out from the volumes in the protocol); actives 0.2% (n = 330,000); in the data active means inhibition above about 50%
Target sequence (P13612 whole entry, looked up): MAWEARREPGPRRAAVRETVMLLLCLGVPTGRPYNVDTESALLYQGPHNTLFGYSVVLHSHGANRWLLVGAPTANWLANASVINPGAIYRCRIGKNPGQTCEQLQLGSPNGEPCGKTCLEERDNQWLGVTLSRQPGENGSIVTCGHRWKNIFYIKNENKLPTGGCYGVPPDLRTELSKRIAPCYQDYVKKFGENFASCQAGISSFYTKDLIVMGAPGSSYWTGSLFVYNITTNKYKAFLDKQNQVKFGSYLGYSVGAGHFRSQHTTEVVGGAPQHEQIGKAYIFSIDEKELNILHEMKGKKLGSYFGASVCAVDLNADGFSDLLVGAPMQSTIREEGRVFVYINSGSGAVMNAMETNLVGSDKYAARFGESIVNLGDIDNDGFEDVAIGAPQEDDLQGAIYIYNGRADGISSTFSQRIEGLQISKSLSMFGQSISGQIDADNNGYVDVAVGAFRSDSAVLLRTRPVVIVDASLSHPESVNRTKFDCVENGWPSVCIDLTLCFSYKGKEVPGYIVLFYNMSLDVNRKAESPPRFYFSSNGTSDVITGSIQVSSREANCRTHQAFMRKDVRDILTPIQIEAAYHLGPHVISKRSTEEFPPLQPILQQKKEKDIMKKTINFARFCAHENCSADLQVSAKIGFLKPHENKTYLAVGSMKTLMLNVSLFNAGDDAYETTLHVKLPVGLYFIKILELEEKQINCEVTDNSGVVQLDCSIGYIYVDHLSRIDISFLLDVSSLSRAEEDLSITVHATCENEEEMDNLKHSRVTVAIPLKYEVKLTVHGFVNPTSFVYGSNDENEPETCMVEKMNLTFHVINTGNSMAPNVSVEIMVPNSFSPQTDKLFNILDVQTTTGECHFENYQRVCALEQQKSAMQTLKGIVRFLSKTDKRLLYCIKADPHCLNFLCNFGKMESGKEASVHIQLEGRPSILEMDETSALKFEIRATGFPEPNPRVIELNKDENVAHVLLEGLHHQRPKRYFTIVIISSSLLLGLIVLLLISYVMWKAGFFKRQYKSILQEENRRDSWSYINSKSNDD
GRK2 aptamer HTS = human GRK2 inhibition via aptamer displacement; P25098; bead flow cytometry, FAM-aptamer displacement from GRK2; inhibition of aptamer binding, % at 10 µM; actives 0.59% (n = 330,000);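 active means inhibition of aptamer binding above 40%, roughly 3 SD of noise, on plates passing a quality check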;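 further: median bead fluorescence of bound FAM aptamer so fluorescent compounds give negative values; no value below 0 was filed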
BCLXL inh = Bcl-xL (human) inhibition. GST-Bcl-xL / FITC-Bim BH3 peptide fluorescence polarization. Q07817. inhibition, % at 10.9 µM. actives 0.7% (n = 320,000);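 active means inhibition above the mean of all tested compounds plus 3 SD, cutoff set per campaign, cut at about 30% in these data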;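 further: 0% = DMSO wells and 100% = unlabeled Bim-BH3 peptide competitor; inhibitors lower millipolarization by displacing the labeled peptide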
MCL1 BIM primary = MCL1-BIM-BH3 interaction inhibition (human); GST-MCL1 / FITC-Bim-BH3 fluorescence polarization; inhibition, % at 10.9 µM; actives 0.68% (n = 320,000); Q07820;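 active means inhibition above the mean inhibition of all tested compounds plus 3 SD, set per campaign, cut at about 40% in these data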;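 further: 0% = DMSO wells and 100% = unlabeled Bim-BH3 peptide control; higher means more loss of mP so more displacement of Bim peptide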
CIT2 TOR yeast = yeast TOR pathway CIT2-GFP modulation; S. cerevisiae CIT2-GFP strain, flow cytometry, 3 h; 100 means same as DMSO wells; GFP response vs DMSO, % at 10 µM; actives 0.065% (n = 320,000); AID 2029;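 active means GFP response relative to DMSO above a set limit, near the screen mean plus 3 SD, cut at about 150% in these data; inconclusive means Fewer than 70 cells measured for a yeast strain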;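 further: ratio of well median GFP fluorescence to mean of DMSO wells on the plate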
* = called active by the depositor; [ ] = remark or other dose.

What do the screens show for `COC(=O)[C@@]12CCCCN1[C@H](c1ccc(-c3ccc(OC)cc3)cc1)[C@H]1C(=O)N(C)C(=O)[C@H]12`?
MEX-5 binding: 1.2; GLD-1 TGE inh: 2; CR mimetic SO: 97; AGP1-GFP MLPCN: 100; VLA-4 inh: 11; GRK2 aptamer HTS: 2; BCLXL inh: 7; MCL1 BIM primary: -2; CIT2 TOR yeast: 97

What do the screens show for `Cc1c2cnn(CC(=O)O)c(=O)c2c(C)n1Cc1ccccc1`?
MEX-5 binding: 0.8; GLD-1 TGE inh: 7; CR mimetic SO: 121; AGP1-GFP MLPCN: 103; VLA-4 inh: -4; GRK2 aptamer HTS: 0; BCLXL inh: 4; MCL1 BIM primary: 5; CIT2 TOR yeast: 115

Results for COc1cccc(-c2csc(N3CCN(C(=S)Nc4ccccc4)CC3)n2)c1 ?
MEX-5 binding: -1.3; GLD-1 TGE inh: -4; CR mimetic SO: 112; AGP1-GFP MLPCN: 104; VLA-4 inh: 15; GRK2 aptamer HTS: 1; BCLXL inh: 3; MCL1 BIM primary: 5; CIT2 TOR yeast: 101

Results for O=P(c1ccccc1)(c1ccccc1)C1CCCO1 (centres undefined) ?
MEX-5 binding: -0.8; GLD-1 TGE inh: 3; CR mimetic SO: 102; AGP1-GFP MLPCN: 104; VLA-4 inh: 17; GRK2 aptamer HTS: 0; BCLXL inh: 4; MCL1 BIM primary: 4; CIT2 TOR yeast: 99

How did CCC(=O)c1ccc(OCC(O)CN2CCc3ccccc3C2)cc1 (centres undefined) do in these assays?
MEX-5 binding: -2.2; GLD-1 TGE inh: -5; CR mimetic SO: 103; AGP1-GFP MLPCN: 96; VLA-4 inh: -1; GRK2 aptamer HTS: 54*; BCLXL inh: 2; MCL1 BIM primary: -1; CIT2 TOR yeast: 97

How did Cc1cccc(NC(=O)CN2CCN(C(=O)c3cncn3-c3ccc(F)cc3)CC2)c1C do in these assays?
GLD-1 TGE inh: -3; CR mimetic SO: 80; AGP1-GFP MLPCN: 108; VLA-4 inh: 0; GRK2 aptamer HTS: 13; BCLXL inh: -3; MCL1 BIM primary: -3; CIT2 TOR yeast: 99

What do the screens show for `Cc1[nH]c(=O)[nH]c(=O)c1S(=O)(=O)N1CCCC(C(=O)NCCC2=CCCCC2)C1` (centres undefined)?
MEX-5 binding: 0.3; GLD-1 TGE inh: 7; CR mimetic SO: 91; AGP1-GFP MLPCN: 93; VLA-4 inh: 3; GRK2 aptamer HTS: 3; BCLXL inh: 6; MCL1 BIM primary: 4; CIT2 TOR yeast: 90

How did O=C(N=C1SC2CS(=O)(=O)CC2N1c1ccc(F)c(Cl)c1)C1CCCO1 (centres undefined) do in these assays?
MEX-5 binding: -1.8; GLD-1 TGE inh: -3; CR mimetic SO: 85; AGP1-GFP MLPCN: 106; VLA-4 inh: 11; GRK2 aptamer HTS: 1; BCLXL inh: 4; MCL1 BIM primary: 5; CIT2 TOR yeast: 103

Results for CCOC(=O)c1c(NC(=O)CSc2ncnc3ccccc23)sc(C(C)=O)c1C ?
MEX-5 binding: 1.0; GLD-1 TGE inh: -15; CR mimetic SO: 86; AGP1-GFP MLPCN: 106; VLA-4 inh: -1; GRK2 aptamer HTS: 0; BCLXL inh: -4; MCL1 BIM primary: 0; CIT2 TOR yeast: 107

How did Cc1ccc(N2C(=O)N(c3ccc(C)cc3)C3CS(=O)(=O)CC32)cc1 (centres undefined) do in these assays?
MEX-5 binding: -2.0; GLD-1 TGE inh: 1; CR mimetic SO: 108; AGP1-GFP MLPCN: 95; VLA-4 inh: 3; GRK2 aptamer HTS: 0; BCLXL inh: 5; MCL1 BIM primary: -4; CIT2 TOR yeast: 104

What do the screens show for `COc1ccc(C(CC(=O)N2CCOCC2)c2c(OC)cc(OC)c3c(-c4ccccc4)cc(=O)oc23)cc1` (centres undefined)?
MEX-5 binding: 2.2; GLD-1 TGE inh: -1; CR mimetic SO: 110; AGP1-GFP MLPCN: 101; VLA-4 inh: -6; GRK2 aptamer HTS: 48*; BCLXL inh: 6; MCL1 BIM primary: 21; CIT2 TOR yeast: 99

How did CCOC(=O)N1CCN(C(=O)CSc2nnc(COc3ccccc3)o2)CC1 do in these assays?
MEX-5 binding: -2.0; GLD-1 TGE inh: 1; CR mimetic SO: 96; AGP1-GFP MLPCN: 103; VLA-4 inh: -15; GRK2 aptamer HTS: 0; BCLXL inh: 0; MCL1 BIM primary: -1; CIT2 TOR yeast: 101

Results for OC(COC(c1ccccc1)c1ccccc1)CN1CCN(c2cccc(Cl)c2)CC1 (centres undefined) ?
MEX-5 binding: -0.8; GLD-1 TGE inh: 13; CR mimetic SO: 90; AGP1-GFP MLPCN: 97; VLA-4 inh: -4; GRK2 aptamer HTS: 0; BCLXL inh: -4; MCL1 BIM primary: -1; CIT2 TOR yeast: 92

What do the screens show for `C[C@H](NC(=O)Nc1cccc(C(F)(F)F)c1)C(=O)O`?
MEX-5 binding: -0.3; GLD-1 TGE inh: 4; CR mimetic SO: 86; AGP1-GFP MLPCN: 21[may fluoresce violet]; VLA-4 inh: -10; GRK2 aptamer HTS: 0; BCLXL inh: 5; MCL1 BIM primary: 7; CIT2 TOR yeast: inconclusive

How did O=C(NCc1ccccc1)C(c1ccccc1)N(Cc1ccc2c(c1)OCO2)C(=O)Cc1cccs1 (centres undefined) do in these assays?
MEX-5 binding: 1.0; GLD-1 TGE inh: -16; CR mimetic SO: 101; AGP1-GFP MLPCN: 99; VLA-4 inh: 12; GRK2 aptamer HTS: 2; BCLXL inh: 4; MCL1 BIM primary: 2; CIT2 TOR yeast: 104

How did Cc1ccc(C(C)NC(=S)NC2CCCCC2)c(C)c1 (centres undefined) do in these assays?
MEX-5 binding: -0.5; CR mimetic SO: 95; AGP1-GFP MLPCN: 87; VLA-4 inh: -1; GRK2 aptamer HTS: 0; CIT2 TOR yeast: 78

How did Cc1ccccc1OC(=O)CCC(=O)OCCCC(F)(F)C(F)(F)F do in these assays?
MEX-5 binding: 1.5; GLD-1 TGE inh: 4; CR mimetic SO: 101; AGP1-GFP MLPCN: 104; VLA-4 inh: -3; GRK2 aptamer HTS: 0; BCLXL inh: 1; MCL1 BIM primary: 0; CIT2 TOR yeast: 95

Results for O=C1NC(c2ccccc2O)Nc2ccccc21 (centres undefined) ?
MEX-5 binding: -0.6; GLD-1 TGE inh: 4; CR mimetic SO: 88; AGP1-GFP MLPCN: 90; VLA-4 inh: 5; GRK2 aptamer HTS: 2; BCLXL inh: -1; MCL1 BIM primary: 0; CIT2 TOR yeast: 85

Results for C/C(=N\NC(=O)c1ccc2c(c1)OCCO2)c1ccccc1 ?
MEX-5 binding: 0.5; GLD-1 TGE inh: 3; CR mimetic SO: 104; AGP1-GFP MLPCN: 104; VLA-4 inh: -7; BCLXL inh: 3; MCL1 BIM primary: 2; CIT2 TOR yeast: 96

What do the screens show for `Cc1ccc2c(Cl)c(C)c(N3CCCCC3)nc2n1`?
MEX-5 binding: 0.4; GLD-1 TGE inh: 9; CR mimetic SO: 99; AGP1-GFP MLPCN: 98; VLA-4 inh: 3; GRK2 aptamer HTS: 1; BCLXL inh: 5; MCL1 BIM primary: 2; CIT2 TOR yeast: 98

What do the screens show for `CC(=O)N(C)c1ccc(N=NC2C(=O)N(C(N)=S)N=C2C)cc1` (centres undefined)?
MEX-5 binding: -26*; GLD-1 TGE inh: 5; CR mimetic SO: 95; AGP1-GFP MLPCN: 85; VLA-4 inh: 11; GRK2 aptamer HTS: 3; BCLXL inh: 6; MCL1 BIM primary: 6; CIT2 TOR yeast: 92

Results for O=C(CCNC(=O)OCc1ccccc1)NC1CCCCC1 ?
MEX-5 binding: 1.0; GLD-1 TGE inh: -4; CR mimetic SO: 103; AGP1-GFP MLPCN: 96; VLA-4 inh: 24; GRK2 aptamer HTS: 0; BCLXL inh: -1; MCL1 BIM primary: 9; CIT2 TOR yeast: 96

How did Cc1ccc(C)c(Cc2c(C)nc3c(C(=O)NCc4ccc5c(c4)OCO5)cnn3c2C)c1 do in these assays?
MEX-5 binding: 1.8; GLD-1 TGE inh: -4; CR mimetic SO: 88; AGP1-GFP MLPCN: 103; VLA-4 inh: -6; GRK2 aptamer HTS: 2; BCLXL inh: -5; MCL1 BIM primary: 3; CIT2 TOR yeast: 103

How did Cn1ccc(/C=N/N=C2/NC(=O)CS2)n1 do in these assays?
MEX-5 binding: -2.5; GLD-1 TGE inh: 9; CR mimetic SO: 102; AGP1-GFP MLPCN: 98; VLA-4 inh: 2; GRK2 aptamer HTS: 1; BCLXL inh: -4; MCL1 BIM primary: 5; CIT2 TOR yeast: 86

How did Cc1cc(/C=C2/NC(=O)NC2=O)c(C)n1C do in these assays?
MEX-5 binding: -3.3; GLD-1 TGE inh: 20; CR mimetic SO: 103; AGP1-GFP MLPCN: 99; VLA-4 inh: 2; GRK2 aptamer HTS: 3; BCLXL inh: 14; MCL1 BIM primary: 20; CIT2 TOR yeast: 102

How did Cc1c(C(=O)OCC(=O)NCc2ccco2)cccc1[N+](=O)[O-] do in these assays?
GLD-1 TGE inh: 1; CR mimetic SO: 94; AGP1-GFP MLPCN: 91; VLA-4 inh: 4; GRK2 aptamer HTS: 0; BCLXL inh: 2; MCL1 BIM primary: 2; CIT2 TOR yeast: 96

How did CCOc1ccc(/C=N/NC(=O)c2ccccc2C)cc1CN1CC2CC(C1)c1cccc(=O)n1C2 (centres undefined) do in these assays?
GLD-1 TGE inh: 1; CR mimetic SO: 100; AGP1-GFP MLPCN: 101; VLA-4 inh: 2; GRK2 aptamer HTS: 2; BCLXL inh: 3; MCL1 BIM primary: 1; CIT2 TOR yeast: 99

Results for CCCC(C)C(=O)Nc1cc([N+](=O)[O-])ccc1F (centres undefined) ?
MEX-5 binding: -0.6; GLD-1 TGE inh: 1; CR mimetic SO: 99; AGP1-GFP MLPCN: 100; VLA-4 inh: -6; GRK2 aptamer HTS: 0; BCLXL inh: 0; MCL1 BIM primary: -3; CIT2 TOR yeast: 108

How did COc1ccc(Cl)cc1NC(=O)CN1C(=O)CSC1=O do in these assays?
MEX-5 binding: 0.5; GLD-1 TGE inh: 1; CR mimetic SO: 108; AGP1-GFP MLPCN: 99; VLA-4 inh: 7; GRK2 aptamer HTS: 0; BCLXL inh: -5; MCL1 BIM primary: 2; CIT2 TOR yeast: 102

What do the screens show for `C=CCNC(=O)/C(C#N)=C\c1cc(Cl)c(O)c(OCC)c1`?
MEX-5 binding: 2.7; GLD-1 TGE inh: 0; CR mimetic SO: 93; AGP1-GFP MLPCN: 87; VLA-4 inh: 11; GRK2 aptamer HTS: 1; BCLXL inh: -4; MCL1 BIM primary: -11; CIT2 TOR yeast: 95

Results for O=C(c1ccco1)N1CCN(C(=O)c2ccccc2[N+](=O)[O-])CC1 ?
MEX-5 binding: 1.5; GLD-1 TGE inh: -6; CR mimetic SO: 115; AGP1-GFP MLPCN: 92; VLA-4 inh: 0; GRK2 aptamer HTS: 0; BCLXL inh: 6; MCL1 BIM primary: 1; CIT2 TOR yeast: 94

Results for CCN(c1ccccc1)S(=O)(=O)c1cc(C(=O)Nc2ccc(Br)cc2)ccc1F ?
MEX-5 binding: -1.0; GLD-1 TGE inh: 3; CR mimetic SO: 96; AGP1-GFP MLPCN: 94; VLA-4 inh: 3; GRK2 aptamer HTS: 1; BCLXL inh: 1; MCL1 BIM primary: -1; CIT2 TOR yeast: 95
